Bioassay records (PubChem BioAssay)
TEAD-YAP block = TEAD-YAP interaction inhibition | inhibition, % at 9.12 µM | HEK-TIYL cells, TEAD-Gal4/YAP UAS-luciferase luminescence | AID 1259422 | actives 1.4% (n = 640,000); in the data active = inhibition above about 32%;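 also: 0% = median of test compound wells and 100% = reference inhibitor wells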
GPR151 activ = activators of human GPR151 | Q8TDV0 | PathHunter beta-arrestin GPR151 cells, luminescence | activation, % at 11.2 µM | actives 1% (n = 650,000) | AID 1508602; in the data active = activation above about 4.9%;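 also: 0% = median of compound wells and 100% = cells with positive control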
Target sequence (Q8TDV0 whole entry, looked up): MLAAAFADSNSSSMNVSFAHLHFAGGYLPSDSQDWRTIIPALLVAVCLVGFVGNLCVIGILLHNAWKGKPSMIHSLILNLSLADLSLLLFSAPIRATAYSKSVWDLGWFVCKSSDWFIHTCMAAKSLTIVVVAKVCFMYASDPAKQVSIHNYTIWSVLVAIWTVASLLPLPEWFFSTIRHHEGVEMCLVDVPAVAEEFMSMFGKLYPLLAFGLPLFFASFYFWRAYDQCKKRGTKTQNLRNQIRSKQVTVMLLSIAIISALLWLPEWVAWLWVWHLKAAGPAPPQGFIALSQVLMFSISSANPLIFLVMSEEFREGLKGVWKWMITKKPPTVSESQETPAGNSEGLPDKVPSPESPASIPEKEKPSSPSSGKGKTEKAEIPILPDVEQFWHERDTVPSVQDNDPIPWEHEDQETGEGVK
FBW7 activator = activators of human E3 ligase FBW7. AlphaScreen FBW7–phospho-cyclin E peptide binding, activator screen. normalized activity (activation), % at 26.1 µM. actives 0.13% (n = 650,000). AID 1259310; in the data active = normalized activity above about 1.9%;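 also: purified mutant Fbw7 with reduced substrate affinity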
Target sequence (Q969H0 whole entry, looked up): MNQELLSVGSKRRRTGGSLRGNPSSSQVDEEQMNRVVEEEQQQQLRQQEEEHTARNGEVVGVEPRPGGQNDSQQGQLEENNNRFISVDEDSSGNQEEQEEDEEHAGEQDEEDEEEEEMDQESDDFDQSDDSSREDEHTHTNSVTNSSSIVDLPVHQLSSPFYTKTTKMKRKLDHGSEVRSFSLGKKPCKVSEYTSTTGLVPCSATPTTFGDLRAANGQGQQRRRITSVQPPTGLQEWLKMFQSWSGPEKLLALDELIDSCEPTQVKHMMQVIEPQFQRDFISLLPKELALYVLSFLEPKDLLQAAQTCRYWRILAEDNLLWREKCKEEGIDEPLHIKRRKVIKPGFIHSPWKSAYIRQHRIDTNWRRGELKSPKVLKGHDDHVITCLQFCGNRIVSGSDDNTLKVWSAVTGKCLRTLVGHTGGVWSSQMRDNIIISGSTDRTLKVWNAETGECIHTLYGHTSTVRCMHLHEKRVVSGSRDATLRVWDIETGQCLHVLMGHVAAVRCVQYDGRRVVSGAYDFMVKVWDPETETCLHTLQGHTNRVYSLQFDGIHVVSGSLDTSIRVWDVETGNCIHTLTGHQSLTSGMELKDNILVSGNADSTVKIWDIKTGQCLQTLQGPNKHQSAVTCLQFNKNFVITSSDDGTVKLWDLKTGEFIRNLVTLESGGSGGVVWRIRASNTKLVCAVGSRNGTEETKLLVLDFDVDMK
MITF primary = human MITF inhibition, primary screen | AlphaScreen MITF homodimerization, bead proximity signal | AID 1259374 | inhibition, % at 2.6 µM | O75030 | actives 0.91% (n = 650,000); in the data active = inhibition above about 50%;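 also: 0% = vehicle wells with protein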
An asterisk follows results filed as active; & = joins results of further samples. An unsorted share of the library; overall some 3.4% were active at least once.

SMILES	TEAD-YAP block	GPR151 activ	FBW7 activator	MITF primary
CN(C)c1nc(-c2ccccc2)ccc1C(=O)NCc1ccco1	-33	4.2	0.3	-8
O=C(c1ccc(Cn2c(=S)[nH]c3ccc(Br)cc3c2=O)cc1)N1CCC(Cc2ccccc2)CC1	5	0.1	1.1	-3
C=CCOc1ccccc1/C=C1\C(=O)N(c2cccc(Cl)c2)N=C1C	-1	-1.1	-0.9	-12
Cn1c(=O)c(=O)n(C)c2cc(C(=O)O)ccc21	1	-1.4	0.6	2
COC(=O)c1sc(NC(=O)c2cc3n(n2)C(C(F)(F)F)CC(c2ccc(Cl)c(Cl)c2)N3)c(C(=O)OC)c1C (configuration not stated)	-11	-1.4	0.0	-10
Cc1nc(/N=C(\N)NC(=O)Cc2ccccc2)nc2ccccc12	4&2	0.7&1.9	-0.3&-0.3	8&-3
CN(C)c1nc2c(c(=O)n(C)c(=O)n2C)n1CCc1ccccc1	3	0.4	0.0	-5
O=C(c1ccc2nonc2c1)N1CCC2(CC1)OCc1cc(Cl)ccc1O2	-5	-0.6	0.2	-1
CSCCC(NC1=NCCN1)C(=O)O (configuration not stated)	-1	-0.5	-0.1	-4
CCCCC(=O)Nc1nc2ccc3nc(C)sc3c2s1	-16	0.2	0.0	-16
Cc1ccc(C2=NN3C(C2)c2ccccc2OC3c2ccc(C(C)(C)C)cc2)cc1 (configuration not stated)	-58	0.5	0.1	5
NS(=O)(=O)c1ccc(NC(=O)c2cc3cc(Br)ccc3oc2=O)cc1	7	-0.3	0.0	9
Cc1ccc(C(C)(C)CC(C)NCCCN(C)C)o1 (configuration not stated)	-4	0.1	0.1	-25
O=C(CSc1nc2ccccc2[nH]1)c1cccc([N+](=O)[O-])c1	5	-1.4	0.7	18
COc1ccc(OC)c(CN2CCN(CC3CC4C=CC3C4)CC2)c1 (configuration not stated)	-6	0.2	-0.1	35
Nc1nonc1-c1noc(-c2cccnc2)n1	-10	1.3	-0.2	-9
CC1=C(C(=O)OCc2ccc3c(c2)OCO3)C(c2ccc(F)cc2)NC(=O)N1 (configuration not stated)	61*	1.4	-0.1	12
Cc1ccc(NC(=O)c2ccc(Cl)c(N3C(=O)C=CC3=O)c2)cc1	-70	-1.6	0.2	13
CCCCNC(=O)c1onc(C)c1Cl	-10	-1.9	0.1	-6
Cc1cc(C(=O)NCC2CCC3(CCN(Cc4cccc(F)c4F)CC3)O2)n(C)n1 (configuration not stated)	6	-0.8	-0.3	-131
Cc1ccc(-c2nnc(Nc3ccc4c(c3)OCO4)c3ccccc23)cc1S(N)(=O)=O	11	0.1	-0.1	2
O=C(O)c1ccc(Nc2cc(Cl)c3nonc3c2[N+](=O)[O-])cc1	1	-0.3	-0.1	-4
O=C1NC(=O)C(Cc2ccccc2)(C2CCN(Cc3cccn3-c3ccccn3)CC2)N1 (configuration not stated)	11	-0.3	0.1	3
COc1ccc2c(c1)OC(C)CN(CC=C(C)C)C2 (configuration not stated)	10	2.0	-0.2	2
CCOc1ccc(-c2cn(-c3ccc(C)cc3)c(SCC(=O)Nc3ccc(F)cc3)n2)cc1	12	-1.5	0.3	16
Cc1cccc(C(=O)N2CCN(c3nc(-c4ccc(F)cc4)cs3)CC2)c1	4	-2.7	0.3	17
Cc1cc2nnnn2c(N(C)S(=O)(=O)c2ccccc2)n1	4	-0.3	-0.1	-7
CC(C)(C)c1ccc(S(=O)(=O)Nc2cc(-c3c(O)ccc4ccccc34)c(O)c3ccccc23)cc1	-1	-0.8	1.0	14
CC(C)N(CCNc1nc(Nc2ccccn2)nc2c1ncn2C1CCCCC1)C(C)C	16	6.4*	-0.1	2
CCOc1ccc(NC(=O)CSc2nc(O)cc(=O)n2-c2ccccc2)cc1	16	-1.1	0.0	-7
O=C(Nc1cccc2nsnc12)c1cc2nc(-c3cccs3)cc(C(F)(F)F)n2n1	14	-0.1	0.1	6
COc1ccc(-c2nnn(CC(=O)Nc3cccc(F)c3)n2)cc1	7	-0.7	0.1	6
C/C(=N\Nc1ccc([N+](=O)[O-])cc1[N+](=O)[O-])c1ccc(O)cc1	9	-1.5	-0.1	6
CCC1=NN2C(=N)/C(=C/c3ccc(OCCOc4c(C)cccc4C)cc3)C(=O)N=C2S1	7	-0.9	0.1	-9
COc1cc2c(cc1NC(=O)c1ccc(C(C)(C)C)cc1)oc1ccccc12	-2	-1.5	0.1	14
Cc1cccc(-c2cc3nc(C)c(C)c(NCCCn4ccnc4)n3n2)c1	-16	-0.2	-0.1	12
CCN1CCCC1CNC(=O)C1CCCN(c2nnc(-n3cccc3)s2)C1 (configuration not stated)	4	0.8	-0.1	5
COc1cc(OC)cc(C(=O)N2CCC(C(=O)Nc3cccc(C(F)(F)F)c3)CC2)c1	-8	-1.3	0.2	16
COc1cc(CO)cc(I)c1OCc1cccc(C(=O)O)c1	20	2.4	-0.1	-13
CCOC(=O)c1cc(I)c(N)c(I)c1	-2	-0.1	0.8	10
CC(C)NC(=O)c1ccc(C(=O)NC(C)C)nc1	-2	4.3	0.0	6
COCCN=Cc1c(CSc2ccc(Cl)cc2)[nH]n(-c2nc3ccccc3s2)c1=O	-5	-0.6	0.3	19
O=C(CCc1nnc(CCc2c[nH]c3ccccc23)o1)N1CCSCC1	-7	0.5	-0.1	6
COc1ccccc1N1C(=O)C(C(C)=O)C2C1Nc1ccccc1N2C (configuration not stated)	5	-0.4	0.1	3
O=C(c1ccc(Br)cc1)c1nc2c(n1O)CCCC2	-5	-0.3	0.1	4
CN1CCN(C(=O)c2cnn(-c3ccccc3)c2NC(=O)c2ccc(F)cc2)CC1	1	0.5	0.2	22
COc1ccc(CC(=O)OCC(=O)Nc2ccc(I)cc2)cc1	6	2.9	-0.2	-6
COC(=O)C1(CCSC)NC(c2ccc(OC)cc2)C2C(=O)N(C)C(=O)C21 (configuration not stated)	-9	2.1	0.0	-8
COc1ccc(-c2noc(=O)n2Cc2ccccc2)cc1	2	0.6	-0.1	-7
COc1ccc(NC(=O)c2c(C)nc3ccc(C)cn23)cc1OC	-2	-1.2	1.7	15
(cont.)
SMILES	TEAD-YAP block	GPR151 activ	FBW7 activator	MITF primary
Nc1ccc2nc(SCC(=O)NC34CC5CC(CC(C5)C3)C4)sc2c1	-26	0.3	0.1	-1
S=C(NCCN1CCOCC1)Nc1cccc2ccccc12	-3	5.3*	-0.2	2
O=C(O)CCCC(=O)N1CC(=O)Nc2ccccc21	0	2.1	-0.3	-3
O=C(Nc1cccc(-c2ccc3nncn3n2)c1)c1c(F)cccc1F	4	-1.1	0.1	-19
Cc1ccccc1N(CC(=O)NC1CC2CCC1C2)S(=O)(=O)c1ccccc1 (configuration not stated)	3	-0.7	0.2	3
Cc1ccc(-c2cccc3cnc(Nc4ccc(C(=O)N5CCOCC5)cc4)nc23)cn1	49*	-0.4	0.1	22
COC(=O)CSc1nnc(CNC(=O)c2cccc(F)c2)n1-c1cc(C)ccc1C	3	-0.9	0.1	12
COc1ccc(-c2nc(C(=O)NC3CC3)cs2)cn1	1	0.3	-0.3	-8
CCC(C)(C)NC(=O)COC(=O)c1cccs1	-11	0.9	-0.3	-9
O=C(Nc1ccccc1Cl)c1ncn[nH]1	9	0.4	-0.4	13
CN(C)CC(C)(C)CNS(=O)(=O)c1ccc(Cl)cc1	11	0.9	-0.2	-6
CC(=O)N1CCN(Cn2ncn(C)c2=S)CC1	-2	2.7	-0.3	-6
O=C(Cc1ccccc1)Nc1ccnn1C1CCN(Cc2cccn2-c2nccs2)CC1	-6	1.5	-0.1	2
CC(C)Cn1cc(/C=C2\C(=O)NC(=S)N(C)C2=O)c2ccccc21	7	0.6	0.1	-2
CC(C)OCCCNC(=O)c1ccc(CS(=O)(=O)c2cccc(C(F)(F)F)c2)o1	1	-0.6	0.1	8
CCOCCCNC(=O)c1ccc2c(=O)n(Cc3ccc(OC)cc3)c(=O)[nH]c2c1	10	1.5	-0.1	1
O=[N+]([O-])c1ccc(OCCn2cncn2)cc1	3	-0.4	0.0	-16
CC(NC(=O)C(C)(C)C)c1nc(-c2ccncc2)n[nH]1 (configuration not stated)	-3	-0.3	-0.1	3
CCc1c(C)sc(NC(=O)c2ccc(Cl)c(Cl)c2)c1C(N)=O	22	-0.3	0.0	-5
COC(=O)c1ccc(COC(=O)Cc2n[nH]c(=O)c3ccccc23)o1	2	-0.3	-0.1	5
Cc1cccc(N(CCOC(=O)c2ccc([N+](=O)[O-])c(C)c2)C2=NS(=O)(=O)c3ccccc32)c1	-2	0.8	0.0	-1
CCC(COC)NC(=O)c1cc(COc2ccc(F)cc2F)on1 (configuration not stated)	-57	-0.1	0.0	6
O=c1c(CN2CCCC(O)C2)coc2ccccc12 (configuration not stated)	6	1.1	0.0	41
CCCCC1CN(CCC(=O)NCC(C)O)Cc2ccccc2O1 (configuration not stated)	-5	1.1	-0.1	-7
Oc1oc(-c2cccc3ccccc23)nc1C=Nc1ccccc1I	10	0.5	-0.1	-1
O=C(CN1C(=O)[C@H]2CCCN2C(=O)c2ccccc21)NC1CC1	-10	0.1	-0.1	-5
CC1CN(C(=O)CCC(=O)NCc2cccc(Br)c2)c2ccccc2O1 (configuration not stated)	0	2.0	-0.2	1
O=C(c1cccs1)N1CCN(c2ccc([N+](=O)[O-])cc2C(F)(F)F)CC1	-13	-0.1	0.0	-6
O=C(O)CCC(=O)N1N=C(c2ccc(Br)cc2)CC1c1cccc(F)c1 (configuration not stated)	-1	1.1	0.6	10
CCC(CO)NC(=O)c1cc([N+](=O)[O-])cc([N+](=O)[O-])c1N (configuration not stated)	12	0.5	0.2	1
O=C(COc1ccccc1)Nc1nc2ccc(Cl)cc2s1	-3	3.5	0.2	7
CS(=O)(=O)NC1c2cccc3cccc(c23)C1Nc1ccc(Br)cc1 (configuration not stated)	-4	1.1	0.1	-3
Cc1ccc(NC(=O)c2cnn(-c3ccccc3)c2NC(=O)c2ccccc2F)cc1C	-4	0.0	0.1	6
Cc1cccc(CN2CCN(CC(=O)NCc3ccccc3)C2=O)c1	3	0.0	0.0	17
CSc1ccc(C2C3=C(CCCC3=O)Nc3nc4ccccc4n32)cc1 (configuration not stated)	7	-0.1	-0.1	-1
CC1=C(C(=O)Nc2ccc(C)cc2C)C(c2ccc(N(C)C)cc2)NC(=S)N1 (configuration not stated)	3	0.2	-0.1	18
Cc1cccc(N2CCN(C(=O)NCc3ccccc3)CC2)c1C	5	0.5	0.0	8
C/C(=C\c1ccco1)CN1CCCC(CNC(=O)c2ccc3c(c2)OCO3)C1 (configuration not stated)	8	-0.5	0.0	-6
O=C(c1nc2ccc(Cl)cn2c1CNCCn1cccn1)N1CCCCCCC1	5	0.4	0.0	-6
COc1ccc(NC(=O)CSc2nnc3c(n2)[nH]c2ccccc23)cc1	15	-1.4	0.1	20
O=C/C(=C\Nc1ccc(Cl)cc1)c1nc2ccccc2o1	2	0.1	0.0	3
O=C1NC(=O)C(=Cc2ccc(N3CCCC3)cc2)C(=O)N1	5	0.8	-1.7	14
Cc1cc(C)cc(-n2c(SCC(=O)NC(C)(C)C)nnc2-c2ccncc2)c1	2	0.5	-0.1	-11
COCCCN(Cc1ccco1)C(=O)Cn1ncc2c1-c1cc(C)ccc1OC2	10	0.2	-0.3	4
COc1cccc(C(=O)NNC(=O)C(=O)Nc2cc(C)ccc2OC)c1	9	1.6	0.0	4
O=C(c1ccco1)N1CC[C@H]2[C@H](CCCN2C(=O)c2n[nH]c3c2CCCC3)C1	1	-0.4	0.3	-6
Cc1ccc(NC(=O)CN2CCC(n3nnc4cc(C(F)(F)F)ccc43)CC2)cc1	14	0.0	0.1	13
CC(C)C(=O)Nc1nnc(S(=O)(=O)N2CCc3ccccc32)s1	-2	2.1	-0.1	-7

A different layout for some results above:
Results follow in this order: TEAD-YAP block | GPR151 activ | FBW7 activator | MITF primary
Cc1ccc(NC(=O)c2cnn(-c3ccccc3)c2NC(=O)c2ccccc2F)cc1C
 : -4 | 0.0 | 0.1 | 6
Cc1cccc(CN2CCN(CC(=O)NCc3ccccc3)C2=O)c1
 : 3 | 0.0 | 0.0 | 17
CSc1ccc(C2C3=C(CCCC3=O)Nc3nc4ccccc4n32)cc1 (configuration not stated)
 : 7 | -0.1 | -0.1 | -1
CC1=C(C(=O)Nc2ccc(C)cc2C)C(c2ccc(N(C)C)cc2)NC(=S)N1 (configuration not stated)
 : 3 | 0.2 | -0.1 | 18
Cc1cccc(N2CCN(C(=O)NCc3ccccc3)CC2)c1C
 : 5 | 0.5 | 0.0 | 8
C/C(=C\c1ccco1)CN1CCCC(CNC(=O)c2ccc3c(c2)OCO3)C1 (configuration not stated)
 : 8 | -0.5 | 0.0 | -6
O=C(c1nc2ccc(Cl)cn2c1CNCCn1cccn1)N1CCCCCCC1
 : 5 | 0.4 | 0.0 | -6
COc1ccc(NC(=O)CSc2nnc3c(n2)[nH]c2ccccc23)cc1
 : 15 | -1.4 | 0.1 | 20
O=C/C(=C\Nc1ccc(Cl)cc1)c1nc2ccccc2o1
 : 2 | 0.1 | 0.0 | 3
O=C1NC(=O)C(=Cc2ccc(N3CCCC3)cc2)C(=O)N1
 : 5 | 0.8 | -1.7 | 14
Cc1cc(C)cc(-n2c(SCC(=O)NC(C)(C)C)nnc2-c2ccncc2)c1
 : 2 | 0.5 | -0.1 | -11
COCCCN(Cc1ccco1)C(=O)Cn1ncc2c1-c1cc(C)ccc1OC2
 : 10 | 0.2 | -0.3 | 4
COc1cccc(C(=O)NNC(=O)C(=O)Nc2cc(C)ccc2OC)c1
 : 9 | 1.6 | 0.0 | 4
O=C(c1ccco1)N1CC[C@H]2[C@H](CCCN2C(=O)c2n[nH]c3c2CCCC3)C1
 : 1 | -0.4 | 0.3 | -6
Cc1ccc(NC(=O)CN2CCC(n3nnc4cc(C(F)(F)F)ccc43)CC2)cc1
 : 14 | 0.0 | 0.1 | 13
CC(C)C(=O)Nc1nnc(S(=O)(=O)N2CCc3ccccc32)s1
 : -2 | 2.1 | -0.1 | -7
